Pf apPOL block = Pf-apPOL inhibitors, biochemical, fluorescence; Recombinant Pf-apPOL, molecular beacon fluorescence, 1.5 h; inhibition, % at 10 µM; hit rate 0.25% among 210,000
mHTT-CaM PPI inh = mutant huntingtin-calmodulin interaction inhibitors – biochemical, AlphaScreen, primary screen; inhibition, % at 15 µM; P42858; hit rate 3.6% among 190,000; AlphaScreen His-mHTT/GST-CaM binding, luminescence;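 note: 0% = both proteins with DMSO and 100% = one protein alone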
Starred values were filed as active, the others as inactive; . = not tested or not shown; & = joins results of further samples. Cut-off read from the data, not from the text of the source: active = inhibition above about 50%; inactive = the rest.

Order of values – Pf apPOL block | mHTT-CaM PPI inh
C=CCOC(=O)COc1ccc2c(c1)OC(=Cc1cc(Br)ccc1OC)C2=O
→ -4 | -4
CC(=O)NCc1cccnc1-c1cccc(C)c1
→ 0 | -6
Cc1cc(Cn2nnc(-c3ccccc3)n2)cc(C)c1O
→ -1 | -13
Cc1ccc(C)c(CN2C(=O)NC3(CCN(C(=O)c4ccc(N(C)C)cc4)CC3)C2=O)c1
→ -3 | 32
CCC(C)c1ccc(N2CC(C(=O)Nc3ccc(NC(C)=O)cc3)CC2=O)cc1 (stereo not drawn)
→ 5 | 5
COc1ccc(N2CCN(C(=O)c3ccc4c(c3)CC(=O)N4C)CC2)cc1
→ 3 | 4
O=C(NCc1ccncc1)c1cn2ccnc(-c3ccccc3)c2n1
→ 8 | 7
CC(=O)OC[C@H]1O[C@@H](n2cc(C)c(=O)[nH]c2=O)C[C@@H]1OC(C)=O
→ . | -8
CCc1cc2c(=O)c(Oc3ccccc3)coc2cc1O
→ -2&-2 | -3&-4
Cc1ccc2[nH]cc(CCNC(=O)C3CCN(c4ccc(N5CCCCC5)nn4)CC3)c2c1
→ -7 | 78*
Cc1cc([N+](=O)[O-])nn1CCCC(=O)NCc1ccco1
→ -3 | 4
Cc1ccc(-c2nc(-c3ccnc(N4CCOCC4)c3)no2)cc1
→ 1 | -15
Cc1cccc(C2(C)CC(C)(C)N(C(=O)CSc3ncn[nH]3)c3ccccc32)c1 (stereo not drawn)
→ -2 | 20
Cc1sc(NC(=O)Cc2ccccc2)c(C(N)=O)c1C
→ -10 | 1
Cc1cc(C)cc(N2C=C(C#N)S(=O)(=O)c3c(F)cccc32)c1
→ 0 | -1
Cc1ccnc(N2CCCC(C(=O)NCc3ccc4c(c3)OCO4)C2)n1 (stereo not drawn)
→ 1 | -7
O=C(NCc1ccccn1)c1csc(Nc2ccc(OC(F)(F)F)cc2)n1
→ -7 | 31
Cn1c(-c2cc3ccc(O)cc3oc2=O)nc2ccccc21
→ 0 | -7
Cc1ccnc(N2CCC(C(=O)NCc3ccc(C)o3)CC2)n1
→ -6 | -16
O=C(C1CC1)N1CCc2sc(S(=O)(=O)NCc3ccc4c(c3)OCO4)cc2C1
→ -10 | -1
CN(C)c1ccc(/C=c2\sc3nc(-c4ccc(Cl)cc4)nn3c2=O)cc1
→ -1 | -4
O=S(=O)(Nc1ccc(I)cc1)c1ccc2c(c1)OCCO2
→ 5 | 0
C=CCN1[C@H](Cc2ccccc2)COc2cccc(N3CCSCC3)c2S1(=O)=O
→ -2 | -22
CC1=C(C(=O)N2CCCCC2)C(c2ccc(Br)cc2)n2ncnc2N1 (stereo not drawn)
→ 1 | 13
Cc1ccc(S(=O)(=O)N2CCN(S(C)(=O)=O)C2c2ccccc2)cc1 (stereo not drawn)
→ -5 | -1
N#Cc1c(N)nc(SCC(=O)c2ccc(Br)cc2)c(C#N)c1-c1ccccc1
→ -12 | -8
CCCNc1cc(N2CCC(CCC(=O)NCCN3CCOCC3)CC2)ncn1
→ 0 | 4
Cc1ccc2ccc(C(Nc3ccccn3)c3ccc(F)cc3)c(O)c2n1 (stereo not drawn)
→ -10 | 70*
O=C(c1ccccc1)N1CCN(c2nc(CN3CCOCC3)cs2)CC1
→ 3 | 7
CC(C)c1ccc(CNC(=O)C2CCN(c3cncnc3N3CCN(C)CC3)CC2)cc1
→ -1 | 28
COc1cc(N)ccc1Cc1ccc(N)cc1OC
→ -2 | 29
O=C(Nc1nc(-c2cccs2)cs1)c1ccc(S(=O)(=O)N2CCOCC2)cc1
→ -2 | 16
O=C(c1c(F)cccc1Cl)N1CCCC1c1cccc(F)c1 (stereo not drawn)
→ 0 | -3
Cn1cc(CC(=O)N2CCN(c3ccccn3)CC2)c2ccccc21
→ -12 | 8
Cc1nc(C(=O)NCCCN2CCCC2)c(C)n1C1CCN(S(C)(=O)=O)CC1
→ -6 | 14
O=C(Nc1ccc(S(=O)(=O)N2CCOCC2)cc1)c1ccc(F)cc1
→ -136 | 1
Cc1noc(C)c1S(=O)(=O)Nc1cc(C(F)(F)F)ccc1N1CCOCC1
→ -4 | .
Cc1cccc(-n2nc3c(c2NC(=O)c2ccc(Br)o2)CSC3)c1C
→ -13 | 24
Cc1cccc(C)c1N=C1C(=O)Nc2ccccc21
→ -2 | 8
CCN(CC)CCN1C(=O)C(O)=C(C(=O)c2cccs2)C1c1cccnc1 (stereo not drawn)
→ -6 | 1
FC(F)(F)c1cnc2c(c1)[nH]c(=S)n2-c1ccc(Cl)cc1
→ -1 | .
COc1ccc(/C=C2\CS/C(=C\c3ccc(OC)cc3)C2=O)cc1
→ 4 | 43
O=C(NCCc1ccccc1)c1cnn2c3c(cnc12)CCCC3
→ -4 | 8
CCCN1C(=O)C(CC(=O)NC2CCCCC2)Sc2ncccc21 (stereo not drawn)
→ -1 | 3
COc1ccc(OC)c(NC(=O)c2c(-c3ccccc3)noc2C)c1
→ -8 | 0
Cc1ccccc1CN1CCN(C(=O)c2ccccc2)CC1
→ 1 | 1
O=C(NCc1ccccn1)c1ccn2c(-c3ccccc3Br)nnc2c1
→ 5 | 12
CCC(=O)Nc1ccc(S(=O)(=O)N2CCc3c(nc(-c4ccccc4)[nH]c3=O)C2)cc1
→ -5 | 10
N#C/C(=C\c1ccccc1F)c1nc(-c2cccc([N+](=O)[O-])c2)cs1
→ -4 | 6
CCOC(=O)c1c(SCC(=O)NCc2ccco2)nc(=O)[nH]c1C
→ -2 | -1

Carrying on:
Order of values – Pf apPOL block | mHTT-CaM PPI inh
CNCCc1cnc(CCC(c2ccccc2)c2ccccc2)[nH]1
→ -4 | .
O=C(Nc1ccc2c(c1)OCCO2)C1CCN(c2cncnc2N2CCCCC2)CC1
→ 2 | 28
C/C(Cl)=C\Cn1c(N2CCNCC2)nc2c1c(=O)[nH]c(=O)n2C
→ -6 | -7
CC1CN(S(=O)(=O)c2ccc(F)c(Cl)c2)CC(C)O1 (stereo not drawn)
→ -5 | -1
Clc1ccc(N=Cc2ccc3c(c2)OCO3)cc1
→ 1 | -2
CCCn1cnc2ccccc21
→ 7 | .
C=C(C)C1CCC(C)C(OC(C)=O)C1 (stereo not drawn)
→ . | -6
O=[N+]([O-])c1ccc(C2=Nn3c(nnc3-c3ccccc3Br)SC2)cc1
→ 0 | 4
OC(COCC1CC2CCC1C2)Cn1cnc2ccccc21 (stereo not drawn)
→ -12&-8 | -2&-7
O=C(CSc1nnnn1-c1ccccc1C(F)(F)F)Nc1ccc2nccnc2c1
→ -1 | -5
Cc1cccc(C(=O)N2CCN(c3ccc([N+](=O)[O-])c(NCc4ccco4)c3)CC2)c1
→ 1 | 34
Cc1cc(I)ccc1N/C=C/[N+](=O)[O-]
→ -8 | 4
OC(COC12CC3CC(CC(C3)C1)C2)CN1CCc2ccccc2C1 (stereo not drawn)
→ -11 | -4
Cc1c(N=Cc2ccc(-c3ccccc3)o2)c(=O)n(-c2ccccc2)n1C
→ -2 | 49
O=C(c1cccc(Br)c1)N1CCN(c2ccc(Cl)cc2)CC1
→ 1 | 7
CCCCN1CC[C@H]2C=CC[C@@H](C(=O)N3CCOCC3)[C@H]2C1=O
→ -3 | -8
CC(C)(C)NC(=O)NC(=O)c1c(F)cccc1Cl
→ -6&0 | .
O=C(Nc1ccc(Cl)cc1Cl)C1CC(=O)N(c2ccc(F)cc2)C1 (stereo not drawn)
→ -11 | 0
CCN1CCN(C(=O)Cn2cccc2-c2nc(-c3ccccc3)cs2)CC1
→ -2 | -7
COC(=O)c1nc2n(n1)C(c1ccc(F)cc1)C1=C(CC(C)(C)CC1=O)N2 (stereo not drawn)
→ 4 | -1
O=C(CSc1ccccc1)Nc1ccccc1I
→ 0 | -27
CCS(=O)(=O)N1CCC(c2nnc(C3CC3)o2)CC1
→ -5 | -8
COc1ccc2nc3sc(C(=O)O)cc3cc2c1
→ -2 | 6
Cc1sc2ccn(C)c(=O)c2c1C(=O)NC(C)c1ccccc1 (stereo not drawn)
→ 2 | 1
FC(F)(F)c1cccc(CSc2ccccc2-n2cccc2)c1
→ 0 | .
CC(C)Cn1c(-c2ccc(S(=O)(=O)N3CCOCC3)cc2)csc1=Nc1ccc(F)cc1
→ -2 | 34
O=C(Nc1sc2c(c1C(=O)N1CCCCCC1)CCC2)c1ccccc1F
→ 1 | 3
COc1ccc(-n2c(SCC(N)=O)nc3c(c2=O)C2(CCCCC2)Cc2ccccc2-3)cc1
→ -14 | -3
Cc1cccc(N=c2oc3ccc(Cl)cc3cc2C(N)=O)c1
→ 4 | 21
CC(C)C(=O)N1CCCC(c2ccnc(Nc3cccc(F)c3)n2)C1 (stereo not drawn)
→ -6 | 11
O=C(c1cc2ccccc2oc1=O)N1CCSC1c1cccc(Cl)c1 (stereo not drawn)
→ -3 | -3
CCC(CO)Nc1ncnc2c1cnn2-c1ccc(OC)cc1 (stereo not drawn)
→ -8 | 9
CCCNS(=O)(=O)c1cc(Br)cc2c1N(C(=O)C1CC1)CC2
→ 0 | 6
Cc1ccc2c(c1)c(=O)c(C(=O)O)cn2C
→ -3 | -5
O=C(NCCSC1=NCCN1)c1cccnc1Oc1ccccc1
→ -4 | .
O=C(Cc1ccccc1Cl)N1CCC2(CC1)NC(=O)N(Cc1ccc(F)cc1)C2=O
→ -8 | 0
O=C(NC(=O)c1c(F)cccc1Cl)Nc1ccccc1Oc1ccc(Cl)cc1Cl
→ -7&2 | .
CCOc1cc(C2C=C(c3ccc(F)cc3)Nc3ncnn32)ccc1OC(F)F (stereo not drawn)
→ 7 | 9
CCOC(=O)c1sc(NC(=O)CSc2nc(C)cc(C)n2)nc1C
→ -3 | -3
O=C(NCc1ccncc1)C1CCN(c2cc(N3CCSCC3)ncn2)CC1
→ -7 | -4

Record cards, as listed above:
Shown for `O=C(NC(=O)c1c(F)cccc1Cl)Nc1ccccc1Oc1ccc(Cl)cc1Cl` = Pf apPOL block = -7&2; mHTT-CaM PPI inh = .
Shown for `Cc1ccc2c(c1)c(=O)c(C(=O)O)cn2C` = Pf apPOL block = -3; mHTT-CaM PPI inh = -5
Shown for `CCC(CO)Nc1ncnc2c1cnn2-c1ccc(OC)cc1` (stereo not drawn) = Pf apPOL block = -8; mHTT-CaM PPI inh = 9

(listing goes on)
Order of values – Pf apPOL block | mHTT-CaM PPI inh
O=C(NCc1ccccc1)c1ccc2nc(-c3ccccn3)c(-c3ccccn3)nc2c1
→ 2 | 6
O=C(CCNS(=O)(=O)c1ccc(Br)cc1)NCCc1ccccc1Cl
→ -9 | 11
O=C(C1CCN(c2cnn(Cc3ccccc3)c(=O)c2)CC1)N1CCCCC1
→ -13 | 6
O=C(c1cc(F)ccc1Cl)N1CCc2nc(-c3ccc(F)cc3)ncc2C1
→ -7 | 12
CC(=O)N1CCc2sc(S(=O)(=O)N3CCN(c4cccc(Cl)c4)CC3)cc2C1
→ -4 | 27
Cn1nccc1NC=C(C#N)C#N
→ -3 | .
O=C(Nc1c2c(nn1-c1ccc(Cl)cc1)CS(=O)(=O)C2)c1ccco1
→ -7 | -2
COCCNc1ncnc2ccc(Br)cc12
→ -8 | -3
O=C(CC1c2ncccc2C(=O)N1c1ccccc1)N1CCCCC1 (stereo not drawn)
→ 2 | -8
CN1CCN(c2ccc([N+](=O)[O-])cc2S(=O)(=O)N2CCN(C)CC2)CC1
→ -4 | -3
CCC(c1ccccc1)c1nc(-c2cccc([N+](=O)[O-])c2)no1 (stereo not drawn)
→ -7 | 2
Cc1cc(Cl)cc(Cl)c1OCCNCCO
→ 3 | -8
O=C(CSc1ccc(C(=O)N2CCOCC2)cc1[N+](=O)[O-])Nc1ccccc1
→ -2 | 2
Cc1cc(C(=O)NN2C(=O)c3ccccc3C2=O)ccc1[N+](=O)[O-]
→ 0 | 12
Cc1cc(C)c(S(=O)(=O)N2CCCC(C)(C(=O)NCc3ccc(F)cc3)C2)c(C)c1 (stereo not drawn)
→ -4 | 91*
O=Cc1ccc(OCCOC(=O)Nc2ccccc2)cc1
→ -22 | 5
CC12CCC(C(=O)NCCCN3CCOCC3)(CC1=O)C2(C)C (stereo not drawn)
→ -5 | 2
CCN(CC)C(=O)c1c(Cl)nc(C)c([N+](=O)[O-])c1C
→ -6 | -4
CC(=O)N1CCC(n2c(C)nc(C(=O)NCCN(C)C)c2C)CC1
→ -2 | 6
O=C(CCSc1ccccc1)NCCOc1ccc(-c2ccccn2)nn1
→ 3 | 100*
CCc1ccc(NC(=O)N2CCc3nc(-c4ccccc4)ncc3C2)cc1
→ -8 | -6
CC(C)(C)c1cc2nc(C(F)(F)F)cc(N3CCN(c4ccc(C(F)(F)F)cn4)CC3)n2n1
→ -4 | .
c1ccc(-c2nc3cc(-c4noc(-c5cccnc5)n4)ccc3o2)cc1
→ -1 | -8
COc1cccc(C(=O)Nc2nnc(C3CCCCC3)s2)c1OC
→ 2 | -2
O=CN1CCN(C(=O)Cc2ccc([N+](=O)[O-])cc2)CC1
→ -3 | -3
COc1ccc([N+](=O)[O-])cc1C1=N/C(=C/c2ccc(C(C)C)cc2)C(=O)O1
→ -4 | 1
COc1cccc(C2=NOC(C(=O)NCc3ccccc3)C2)c1OC (stereo not drawn)
→ 2 | -9
O=C(Nc1ccc(F)cc1)N1CCc2nc[nH]c2C1
→ -3 | -7
CC(=O)Nc1nc(SCc2ccc(F)cc2)[nH]c(=O)c1NC(=O)c1cccs1
→ -10 | -9
O=C1OC(c2ccc([N+](=O)[O-])cc2)=N/C1=C\c1ccc(Cl)c(Cl)c1
→ -4 | 10
Cc1cc(Cl)ccc1N1C(=O)C(N2C(=O)c3ccc([N+](=O)[O-])cc3C2=O)C1c1cccs1 (stereo not drawn)
→ 5 | 19
Cc1cc(N2CCCC2)n2nc(CN(C)Cc3ccccc3)nc2n1
→ -3 | 2
COc1ccc(C2=N/C(=C\c3ccc(Br)cc3)C(=O)O2)cc1
→ 1 | -3
CC(C)Nc1nc(-c2ccc(C(=O)N3CCCC3)cc2)cs1
→ -6 | 17
O=C1c2ccccc2C(O)(Cc2ccccc2)N1c1ccc2c(c1)OCO2 (stereo not drawn)
→ -1 | 26
CN=C(NS(=O)(=O)c1ccc(C)cc1)c1ccc(Cl)cc1
→ -4 | -1
c1ccc(-c2csc(Nc3ncccn3)n2)nc1
→ -1 | 98*

Assay outcomes deposited in PubChem BioAssay by University of Kansas High Throughput Screening Laboratory.
